Screens: PubChem BioAssay, Emory University Molecular Libraries Screening Center
14-3-3 PPI: 14-3-3 gamma protein interaction modulation; P61981; FP, 14-3-3gamma / TMR-pS259-Raf peptide binding; inhibition, % at 40 µM; actives 0.19% (n = 160,000); in the data active = inhibition above about 30%;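 also: 0% = protein plus tracer without compound and 100% = blank with tracer alone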
Target sequence (P61981 whole entry, looked up): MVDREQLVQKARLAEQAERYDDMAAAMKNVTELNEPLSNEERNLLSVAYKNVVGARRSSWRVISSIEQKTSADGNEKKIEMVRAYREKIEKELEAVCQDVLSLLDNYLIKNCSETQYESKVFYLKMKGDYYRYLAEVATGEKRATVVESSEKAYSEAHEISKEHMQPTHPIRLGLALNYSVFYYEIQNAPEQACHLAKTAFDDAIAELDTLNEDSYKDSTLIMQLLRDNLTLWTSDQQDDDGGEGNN
The depositor's hits bear a star; & = joins results of further samples. An excerpt. The share of hits here may be higher or lower than overall.

SMILES | 14-3-3 PPI
COc1ccc(NC2CC(=O)N(C(C)C)C2=O)cc1 (stereo not drawn) | 4.6
CC(=O)NCCNC(=O)c1ccc(CNc2nc(=S)[nH]c3ccccc23)cc1 | -1.1
CS(=O)(=O)NCCCNc1ccc(Cl)cc1[N+](=O)[O-] | -73.2
CCc1nnc(NC(=O)CSc2nnc(-c3ccc(OC)cc3)n2C)s1 | -7.9
CC1Oc2ccccc2N(CC(=O)N2CCCc3ccccc32)C1=O (stereo not drawn) | -5.5
CCCNC(=O)c1cccc(COCC(F)(F)C(F)F)c1 | -6.1
CSc1nc2sc3c(c2c(=O)n1CC(C)C)CCC3 | -6.2
Oc1ccccc1C1=NCCNC(C(F)(F)C(F)F)=C1 | -2.9
COCc1oc2ccc(NS(=O)(=O)c3ccc(Cl)cc3)cc2c1C(=O)OC | -26.2
C=CCSc1nnc2c(n1)OC(c1cccc(O)c1)Nc1ccccc1-2 (stereo not drawn) | -5.2
c1ccc(COc2cccc(CN3CCN(c4ccccn4)CC3)c2)cc1 | -10.1
O=C1CCCC2=C1C(c1ccccc1)N(C(=O)c1ccccc1)c1ccccc1N2 (stereo not drawn) | -13.0

Two records drawn at random from those above:
SMILES | 14-3-3 PPI
CC1Oc2ccccc2N(CC(=O)N2CCCc3ccccc32)C1=O (stereo not drawn) | -5.5
CS(=O)(=O)NCCCNc1ccc(Cl)cc1[N+](=O)[O-] | -73.2

Back to the main list, repeating the five entries before the break.
SMILES | 14-3-3 PPI
Oc1ccccc1C1=NCCNC(C(F)(F)C(F)F)=C1 | -2.9
COCc1oc2ccc(NS(=O)(=O)c3ccc(Cl)cc3)cc2c1C(=O)OC | -26.2
C=CCSc1nnc2c(n1)OC(c1cccc(O)c1)Nc1ccccc1-2 (stereo not drawn) | -5.2
c1ccc(COc2cccc(CN3CCN(c4ccccn4)CC3)c2)cc1 | -10.1
O=C1CCCC2=C1C(c1ccccc1)N(C(=O)c1ccccc1)c1ccccc1N2 (stereo not drawn) | -13.0
CCC(C)NC(=O)c1ccc(NC(=O)C2CCCO2)cc1 (stereo not drawn) | -2.6
COc1ccc(C2C=C(c3ccc(Cl)cc3)Nc3ncnn32)cc1 (stereo not drawn) | -9.3
Cc1cc2nc(-c3cc(NC(=O)c4ccc(Br)o4)ccc3O)oc2cc1C | -7.6
COc1cc2c(cc1OC)C(c1ccc(Cl)s1)CC(=O)N2 (stereo not drawn) | -6.9
CNC(=O)CSc1nnc(COc2ccc(Cl)cc2)n1CCOC | 3.2
Cc1cccn2c(=O)c3cc(C(=O)Nc4ccc(N(C)C)cc4)n(C)c3nc12 | -1.2
COc1ccccc1-c1nnc(SCc2ccccn2)n1C | -4.7
CCOC(=O)c1c(C)[nH]c2cc(Br)c(O)cc12 | -9.0
COc1ccc(-n2c(=S)[nH]c3cc(C(=O)O)ccc3c2=O)c(OC)c1 | -8.1
CC(C)C1N=C2c3ccccc3N=C(SCc3cc(=O)n4cc(Cl)ccc4n3)N2C1=O (stereo not drawn) | 4.0&0.2
Cc1cc(OCC(=O)Nc2c(C)ccc3nsnc23)cc(C)c1Cl | -5.0
CCOc1ncccc1C(=O)OCC(=O)Nc1ncc(C(F)(F)F)cc1Cl | -21.2
NS(=O)(=O)c1ccc(NC(=O)CSc2ncn(-c3ccccc3)n2)cc1 | -29.3
COc1ccc(OC)c(NC(=O)c2nnn(CCc3ccccc3)c2N)c1 | 2.7
O=C1NC(=O)c2ccc(N3CCOCC3)c3cccc1c23 | -8.7
C=CCn1c(SCC(=O)N2CCCC2)nc2cc(C(=O)NCC3CCCO3)ccc2c1=O (stereo not drawn) | -4.0
COc1ccc(NC(=O)NCCN2C(=O)C3C4C=CC(C4)C3C2=O)cc1 (stereo not drawn) | -1.8
CCN(Cc1c(O)ccc2c3c(c(=O)oc12)CCC3)C1CCCCC1 | -7.2
COc1ccc(-n2nc3c(c2NC(=O)c2cccc(C(F)(F)F)c2)CS(=O)C3)cc1 (stereo not drawn) | -4.3
CC(=O)c1c(C)[nH]c(C(=O)Nc2cccc(C(F)(F)F)c2)c1C | -2.0
CCOCC(=O)Nc1nnc(Cc2ccc(OC)c(OC)c2)s1 | -9.1
COc1ccccc1N1CCN(Cc2ccsc2)CC1 | -1.1
CC(C)NCC(O)COc1ccc(CC(N)=O)cc1 (stereo not drawn) | -10.1&-3.6
Cc1ccc(NC(=O)Cn2cnc3ccc(S(=O)(=O)N4CCC(C)CC4)cc3c2=O)c(Br)c1 | -9.5
COc1cccc2cc(-c3nc(-c4ccccc4)c4cc(Cl)ccc4n3)c(=O)oc12 | -9.3
CS(=O)(=O)Nc1ccc(S(=O)(=O)Nc2ncccn2)cc1 | -8.9
CCn1c(SCc2nc3ccccc3c(=O)[nH]2)nnc1-c1cccnc1 | -5.6
CCCCNC(=O)c1cc2c(=O)n3cccc(C)c3nc2n(Cc2ccncc2)c1=N | 0.6
CCN1C(=O)C(c2ccc(O)cc2)(c2ccc(O)cc2)c2ccccc21 | 6.4
Cc1cc(N=Cc2cc(Cl)ccc2O)no1 | 1.9
COc1ccc(-c2ccc(-c3noc(-c4ccc(OC)c(OC)c4)n3)c(OC)n2)cc1 | -30.1
Cc1cccc(NCc2ccc3c(c2)OCO3)c1 | 0.0
Clc1cccc(Oc2ncnc3c2oc2ccccc23)c1 | 6.5
Cc1ccc(NC(=O)c2c(C)nc(Nc3nc4ccccc4o3)nc2C)cc1 | -6.1
COc1ccccc1NC(=O)N(CCCN1CCOCC1)Cc1cc2cc3c(cc2[nH]c1=O)OCO3 | -7.4
O=C(O)C1C2CCC(O2)C1C(=O)NCc1ccc(F)cc1 (stereo not drawn) | -1.3

Some of the entries above in a different format.
| SMILES | 14-3-3 PPI |
| --- | --- |
| Cc1cccc(NCc2ccc3c(c2)OCO3)c1 | 0.0 |
| CCN1C(=O)C(c2ccc(O)cc2)(c2ccc(O)cc2)c2ccccc21 | 6.4 |
| CCCCNC(=O)c1cc2c(=O)n3cccc(C)c3nc2n(Cc2ccncc2)c1=N | 0.6 |
| CS(=O)(=O)Nc1ccc(S(=O)(=O)Nc2ncccn2)cc1 | -8.9 |
| O=C(O)C1C2CCC(O2)C1C(=O)NCc1ccc(F)cc1 (stereo not drawn) | -1.3 |

(cont.)
SMILES | 14-3-3 PPI
COc1ccccc1-n1c(N)c(C(N)=O)sc1=S | -5.9
O=C(CCC1Nc2c3ccccc3nc(=S)n2C1=O)NCc1ccccc1Cl (stereo not drawn) | -3.7
Cc1ccc(NC(=O)C2CC(C(C)(C)C)CC(C(C)(C)C)C2)cc1 (stereo not drawn) | -10.1
COc1ccc(OC)c(NC(=O)CC(NCCC2=CCCCC2)C(=O)O)c1 (stereo not drawn) | 2.5
COc1ccc(C2Oc3ccccc3N2C(C)=O)cc1 (stereo not drawn) | -4.9&1.0
COc1ccc(NC(=O)N2CCC(c3ccccc3)C2)c(OC)c1 (stereo not drawn) | -1.3&1.8
O=C(Nc1cccc(NC(=O)c2nccc3ccccc23)c1)c1ccco1 | -2.0
O=C(NCCN1CCN(Cc2ccccc2)CC1)c1cc2c(=O)[nH]c3ccccc3c2s1 | -47.3
O=c1oc2ccccc2n1CO | 2.6
CCOC(=O)C1CCN(C(=O)CN(c2cc(OC)ccc2OC)S(=O)(=O)c2ccccc2)CC1 | -5.3
CCCCOC(=O)C1=C(C)N(C)C(=O)NC1c1ccccc1 (stereo not drawn) | -4.9
CN1CCN(CCCNC(=O)Cn2ncc3c4ccccc4n(C)c3c2=O)CC1 | 4.0
O=C(NCc1cccnc1)C(=O)Nc1cccc2ccccc12 | -5.6
CC1=C(C(N)=O)C(c2ccccc2Cl)NC(=S)N1 (stereo not drawn) | 5.3
COc1ccccc1N1CN(Cc2ccccc2)CNC1=S | 3.3
COc1ccc(C(=O)COC(=O)C(CC(C)C)N2C(=O)c3ccccc3C2=O)cc1 (stereo not drawn) | 0.2
COc1ccc(OC)c(S(=O)(=O)Nc2ccccc2C(F)(F)F)c1 | 0.2
CCN1CCCC1CNC(=O)c1cc2c(=O)n(C)c3ccccc3c2n1C (stereo not drawn) | 5.8
C=CCNC(=O)CSc1ccc(Cl)cc1 | 8.4
CC(=O)NC(O)C(=O)c1ccco1 (stereo not drawn) | -1.5
Cc1ccc(-c2c(C)n([O-])c3c([n+]2=O)CCC3)cc1 | -5.5
CCc1ccn2c(C)c(-c3ccc(OC)c(OC)c3)cc2c1 | -27.3
CCn1c(SCC(=O)c2cc(OC)ccc2OC)nnc1C(C)C | 6.2
Cc1cc(Br)cc(C)c1NC(=O)c1sc2ncn(CC(=O)N3CCCC(C)C3)c(=O)c2c1C (stereo not drawn) | -40.1
O=c1c2ccccc2cc2[nH]c3ccccc3n12 | -5.5
CSc1nnc2c(n1)OC(c1cccc(OCc3ccccc3)c1)N(C(C)=O)c1ccccc1-2 (stereo not drawn) | -1.5
O=C(NC1CCCc2ccccc21)C1CCC(CNS(=O)(=O)c2cccs2)CC1 (stereo not drawn) | -14.3
Cc1ccc(-n2c(=O)c3sccc3n(Cc3ccc(Cl)cc3)c2=O)cc1 | -0.9
COc1ccc(Cl)cc1NC(=O)c1ccc(F)c([N+](=O)[O-])c1 | -1.7
CCCCn1c(=O)c(Cc2ccccc2)c(O)c2ccccc21 | 0.0
Cn1ncc([N+](=O)[O-])c1C(=O)NCc1ccccc1 | -1.7
COc1cc(Cl)c(C)cc1NC(=O)Cn1cnc2sc(C)c(S(=O)(=O)N3CC(C)CC(C)C3)c2c1=O (stereo not drawn) | -6.3
CC(=O)Nc1sc(C)c(C)c1C#N | -23.1
Nc1nnc(-c2cccnc2)s1 | 5.3&0.0
CCOC(=O)C1=C(C)N=C2SC(C)C(=O)N2C1c1ccc(F)cc1 (stereo not drawn) | -1.0
Cc1nn(C)c(C)c1CNC(=O)c1nn2c(c1Cl)NC(c1cccs1)CC2C(F)(F)F (stereo not drawn) | 2.8
CCCCC(=O)NC1(C(F)(F)F)C(=O)N(Cc2ccco2)C(C)=C1C(=O)OC (stereo not drawn) | -6.9
COCCCNC(=O)c1cc(-c2ccc(OC)cc2)nc2ccccc12 | -0.1
Cc1ccc(C(=O)Nc2ccc(S(=O)(=O)O)c3cc(S(=O)(=O)O)cc(S(=O)(=O)O)c23)cc1NC(=O)c1cccc(NC(=O)Nc2cccc(C(=O)Nc3cc(C(=O)Nc4ccc(S(=O)(=O)O)c5cc(S(=O)(=O)O)cc(S(=O)(=O)O)c45)ccc3C)c2)c1 | -6.6
CC1=C(C(=O)Nc2ccccn2)C(c2ccsc2)C2=C(CCCC2=O)N1 (stereo not drawn) | -8.0
CCN1CCC[C@H]1CNC(=O)c1c(O)c(Cl)cc(Cl)c1OC | -1.4
O=C(NCCc1cccc(Cl)c1)c1cc2ccccc2c(=O)o1 | -5.9
O=C(OCCN(C1=NS(=O)(=O)c2ccccc21)c1ccccc1Cl)c1ccc(Br)cc1 | 11.1
CCOc1ccc(NC(=O)CSc2nnc3cc(C)c4ccccc4n23)cc1 | -6.8
Cc1cccc(NC(=O)c2ccc(CSc3ccc(Cl)cc3)cc2)c1 | 1.9
CCCS(=O)(=O)C(=C1Nc2ccccc2N1)S(=O)(=O)CCC | -6.9
CCCCCCC1/C(=N/O)CCC1C(=O)OC (stereo not drawn) | 0.2
O=C(CN1CCN(CC(=O)Nc2ccccc2Cl)CC1)Nc1cccc(F)c1 | 0.8
COc1cccc(OCC2=NC(C)(C)Cc3c2ccc2ccccc32)c1 | -12.4
CSc1nsc(SC)c1NC(=O)OC1CCCCC1 | -6.6
O=C1NC(c2cccc(Oc3ccccc3)c2)C(C(=O)c2ccc(Cl)cc2)C(O)(C(F)(F)F)N1 (stereo not drawn) | 3.6
O=C1CCCc2[nH]nc(-c3ccc(O)cc3)c21 | -16.5
N#Cc1cc2c(nc1SCC(O)CS(=O)(=O)Cc1ccccc1)CCCC2 (stereo not drawn) | -3.5
COc1ccccc1C(=O)Nc1nc2ccccc2s1 | -1.4
COc1ccc(-c2nnc(-c3ccc(Cl)cc3)o2)cc1OC | -0.1
N#CCSc1nc(Nc2ccc3c(c2)OCO3)c2ccccc2n1 | -1.2&-2.3
CCOC(=O)c1c[nH]c(=S)[nH]c1=O | 1.8
CC(=O)c1cn(CC(=O)Nc2ccccc2)c2ccccc12 | -6.2
COc1ccc(NC(=O)Cn2nnc(-c3ccccc3F)n2)cc1Cl | -8.4
Cc1cc(-c2ccco2)n2c(nc3ccccc32)c1C#N | -29.7

(further entries)
SMILES | 14-3-3 PPI
CCOC(=O)c1ccccc1N1C(=O)C2C3C=CC(CC3)C2C1=O (stereo not drawn) | -0.3
CC(C)OC(=O)CSc1nnc(CNc2nc(-c3ccccc3)cs2)n1C | -3.3
Cc1cc(OCC(=O)Nc2ccc3oc(-c4ccncc4)nc3c2)ccc1Cl | -10.8
COc1ccc(-c2cc(C(F)(F)F)n3ncc(C(=O)O)c3n2)cc1 | 0.8
CC1CCN(S(=O)(=O)c2ccc3[nH]c(=O)cc(C(=O)NC(C)CCc4ccccc4)c3c2)CC1 (stereo not drawn) | -16.5
CCn1c(C=Cc2ccc([N+](=O)[O-])o2)nc2ccccc2c1=O | -94.9
CCOC(=O)c1sc2nc(CC(=O)OC)nc(Nc3ccccc3Cl)c2c1C | -8.6
CN(C)S(=O)(=O)c1ccc(C(=O)Nc2ccc(F)cc2F)cc1 | -3.0
O=c1cc(N2CCc3ccccc32)[nH]c(=O)n1-c1ccccc1 | 2.2
CSc1ccc(-c2nc3ccccn3c2Nc2ccccc2C)cc1 | -5.1
COc1ccc2nc(N3CCC(C(=O)NCCN(C)Cc4ccccc4)CC3)sc2c1 | -7.7
CC1CCN(S(=O)(=O)c2ccc(C(=O)Nc3sc4c(c3C(N)=O)CC(C)(C)NC4(C)C)cc2)CC1 | -10.6
COc1ccc(Cl)cc1N(CC(=O)NCc1ccccn1)S(=O)(=O)c1ccc(C)cc1 | -7.5
Cn1c(=NC(=O)c2ccc(S(=O)(=O)N3CCCC3)cc2)sc2cc(F)ccc21 | -6.4
N#C/C(C(=O)N1CCOCC1)=C1/SC=C(c2ccccc2)N1c1ccccc1 | 3.6
CN(C)c1ccc(C=CC=Cc2cccc[n+]2C)cc1 | -205.0
CCOC(=O)c1ccc(N2C(=O)C(Oc3ccccc3C)C2c2ccc(OCC)cc2)cc1 (stereo not drawn) | -0.2
O=C(O)c1cccnc1Oc1ccccc1 | -2.1
COc1ccc(-c2c(C)n([O-])c(C)c(C)[n+]2=O)cc1 | 7.5
COc1ccc(NC(=O)COC(=O)c2cnccn2)cc1Cl | -1.9
O=C(NCCc1ccccc1)C1CCN(S(=O)(=O)c2ccc(Br)s2)CC1 | -17.2
